Screens from PubChem.
RXFP1 antag: blocks the human relaxin receptor RXFP1; HEK293-RXFP1, relaxin-stimulated cAMP HTRF, 30 min; hits give low values; activity change, negative = inhibition, % at 57.5 µM; actives 0.59% (n = 350,000); AID 1259400;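 active = activity change of -60% or lower, but not beyond a set lower limit; inconclusive = change between -60% and -40%, or beyond the set limit; inactive = change above -40%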
Target sequence (Q9HBX9 whole entry, looked up): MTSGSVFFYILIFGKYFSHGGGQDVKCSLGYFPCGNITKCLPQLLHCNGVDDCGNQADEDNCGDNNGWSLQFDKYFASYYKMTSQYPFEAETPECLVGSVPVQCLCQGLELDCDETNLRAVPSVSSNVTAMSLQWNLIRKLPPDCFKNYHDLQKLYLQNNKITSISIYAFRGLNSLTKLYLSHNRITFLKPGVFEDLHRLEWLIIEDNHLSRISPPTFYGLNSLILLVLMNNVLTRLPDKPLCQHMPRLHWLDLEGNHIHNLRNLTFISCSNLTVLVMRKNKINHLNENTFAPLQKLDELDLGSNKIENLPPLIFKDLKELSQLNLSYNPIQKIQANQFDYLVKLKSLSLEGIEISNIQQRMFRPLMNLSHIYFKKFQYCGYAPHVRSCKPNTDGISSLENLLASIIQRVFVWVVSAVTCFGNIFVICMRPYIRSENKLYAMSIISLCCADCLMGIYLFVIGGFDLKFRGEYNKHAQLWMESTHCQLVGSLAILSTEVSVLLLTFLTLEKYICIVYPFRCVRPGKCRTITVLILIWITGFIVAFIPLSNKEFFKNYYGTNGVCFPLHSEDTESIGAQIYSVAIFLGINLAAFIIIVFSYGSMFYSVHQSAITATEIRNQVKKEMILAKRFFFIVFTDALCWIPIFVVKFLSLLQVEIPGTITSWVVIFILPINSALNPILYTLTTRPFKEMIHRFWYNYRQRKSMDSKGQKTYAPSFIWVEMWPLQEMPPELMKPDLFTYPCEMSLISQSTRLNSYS
Numbers without * were called inactive; u = inconclusive. % is set by controls: 0 for no effect and ±100 for the full control effect. Only part of the results is shown; rates above refer to the full screens.

RXFP1 antag | Structure
-4.0 | O=C(NCCO)C(=O)NCC(c1cccs1)S(=O)(=O)c1ccc(F)cc1 (stereo not drawn)
-4.9 | C=CCn1c(SCC(=O)Nc2cc(C)on2)nnc1-c1ccncc1
-26.9 | O=C1NC(=S)SC1=Cc1ccc(F)cc1
0.9 | C[C@H](CO)N1C[C@H](C)[C@@H](CN(C)Cc2ccncc2)OCc2cnnn2CCCC1=O
-8.0 | CC(C)C(=NO)c1ccccc1
-17.7 | CCN(c1ccccc1)S(=O)(=O)c1ccc(Cl)c(NC(=O)CNC(C)c2ccccc2)c1 (stereo not drawn)
-2.1 | COc1ccc(C(CNC(=O)CN(C)S(=O)(=O)c2ccc(C)cc2)N2CCCC2)cc1 (stereo not drawn)
14.5 | ClCCn1cnc2c(SCc3ccccc3Cl)ncnc21
7.1 | COc1ccc(OC)c(/C=N/n2c(C)nc3ccccc3c2=O)c1
2.1 | O=C(c1ccc(N2C(=O)c3ccccc3C2=O)cc1)N1CCN(S(=O)(=O)c2ccccc2F)CC1
-8.7 | Cc1ccc(C(c2nnnn2C2CCCC2)N2CCN(c3nc4ccccc4s3)CC2)cc1 (stereo not drawn)
13.3 | Cc1nc2c(nc1C)C(=O)c1ccccc1C2=O
10.5 | CC(C)OC(=O)OCOP(=O)(CO[C@H](C)Cn1cnc2c(N)ncnc21)OCOC(=O)OC(C)C
0.2 | COc1ccc(C(=O)c2cc(OC)c(OC)c(OC)c2)cc1OC
0.6 | CC(=O)Nc1ccc(S(=O)(=O)NN=CCCc2ccccc2)cc1
-4.3 | O=C(Nc1cccc(S(=O)(=O)NC2=NCCC2)c1)c1ccccc1
-1.1 | NS(=O)(=O)c1ccc(CNC(=O)c2ccc(NS(=O)(=O)c3cccs3)cc2)cc1
1.9 | O=C(O)C(C=C(Cl)Cl)N1CCOCC1 (stereo not drawn)
-10.8 | CCCCN1C(=O)C(CC(=O)NC2CCCC2)CC(C(=O)N2CCOCC2)=C1C (stereo not drawn)
-10.1 | CC(=O)C12OC(C)(C)OC1CC1C3CCC4=CC(=O)C=CC4(C)C3(F)C(O)CC12C (stereo not drawn)
0.3 | COc1ccc(OCC(=O)N2CCN(S(=O)(=O)c3ccc4c(c3)OCCO4)CC2)cc1
5.1 | Cc1nnc(NS(=O)(=O)c2ccc(F)cc2)s1
11.8 | CCc1ccc([C@@H]2C[C@H]3[C@@H](CN2S(=O)(=O)c2ccc(C)cc2)C(=O)C[C@@H](c2ccccc2)N3S(=O)(=O)c2ccc(C)cc2)cc1
-12.9 | Cc1cccc(C(=O)NCC(=O)OCC(=O)NC2CCCCC2)c1
10.0 | CN1CCN(c2ccc(S(=O)(=O)N3CCOCC3)cc2NC(=O)COc2ccc(C#N)cc2)CC1
3.4 | O=C(COC(=O)c1ccccc1O)NCc1ccc2c(c1)OCO2
-14.1 | Cc1cc(NC(=O)c2ccc(OCC3CCCO3)cc2)ccc1Br (stereo not drawn)
1.8 | CNC(=O)C[C@H]1C(=O)N(c2ccc(Br)cc2)C[C@@H]1CSC
-26.5 | O=C(O)c1cc(N2CCCCC2)nc2ccccc12
0.7 | COc1ccc(S(=O)(=O)N2CCN(C(=O)C3CC(=O)N(c4ccccc4F)C3)CC2)cc1OC (stereo not drawn)
0.1 | O=C(Cc1coc2cc(O)ccc12)N1CCN(S(=O)(=O)c2ccc(Br)cc2)CC1
-7.3 | CCN1C(=O)c2cccc3c(S(=O)(=O)N(C(C)=O)c4ccc(OC(C)=O)cc4)ccc1c23
2.1 | COc1ccc(S(=O)(=O)N2CCOCC2)cc1NC(=O)C1CC(=O)N(c2ccc3c(c2)OCCO3)C1 (stereo not drawn)
-7.2 | Cc1ccc(S(=O)(=O)N(C)CC(=O)NCC(=O)Nc2ccc(F)c(F)c2F)cc1
2.9 | CCS(=O)(=O)N1CCC(C(=O)OCC(=O)c2ccc(Br)cc2)CC1
-5.2 | O=C1NC(Cc2ccccc2)c2nc3cc(F)c(F)cc3c(=O)n2-c2cc3ccccc3cc21 (stereo not drawn)
-0.5 | CC(C)(C)NC(=S)N1CCC2CC1c1c(Cl)cccc12 (stereo not drawn)
-0.5 | O=C(CCN1CCN(c2ccccc2)CC1)NNC(=O)c1ccccc1
-7.3 | Cc1cc(C(=O)CSc2nnc(-c3ccco3)o2)c(C)n1C
-1.0 | O=C1c2sccc2-c2cccc3cccc1c23
-5.0 | COc1ccc(NC(C)=O)cc1S(=O)(=O)Nc1ccc(S(=O)(=O)N2CCCCC2)cc1
-8.3 | O=C1c2cc([N+](=O)[O-])ccc2-c2cc(Cl)c(NC(=O)C(F)(F)F)cc21
-23.4 | CCN(C(=O)COC(=O)c1ccc(O)cc1)c1cccc2ccccc12
1.6 | O=C(CSc1nc2cc(Cl)ccc2o1)NC1CC1
11.3 | Cc1c(C)c2c(c(C)c1OC(=O)c1cccnc1)CC[C@@](C)(CCC[C@H](C)CCC[C@H](C)CCCC(C)C)O2
-10.1 | Cc1cc2oc(C(=O)N3CCN(Cc4ccccc4)CC3)c(C)c2cc1C
-3.4 | CCOc1cc2[nH]c(=O)n(CC3CCC(C(=O)NCCC(C)C)CC3)c(=O)c2cc1OCC (stereo not drawn)
-25.3 | Cc1cc(O)c(C(C)C)cc1NC(=O)Nc1cc(Cl)ccc1Cl
-1.3 | CC1CCCCC1NC(=O)c1cc(S(=O)(=O)N2CCOCC2)ccc1Cl (stereo not drawn)
-8.4 | CCN(CC)CCNc1ccc(Cl)cc1[N+](=O)[O-]
-0.6 | COc1ccccc1C(CNC(=O)c1cccc(S(=O)(=O)Nc2ccc(F)cc2)c1)N1CCCC1 (stereo not drawn)
-10.7 | Cc1ccc(Cl)cc1NC(=O)COC(=O)CSc1ccccc1
-5.5 | CC1(C)C2CCC1(CS(=O)(=O)N1CCCC1C(=O)O)C(=O)C2 (stereo not drawn)
-10.6 | CCOc1cc(N2CCOCC2)c(OCC)cc1NC(=O)c1cccc(S(=O)(=O)N2CCOCC2)c1
-1.4 | O=C(COc1ccc(Cl)cc1)OCC(=O)N1CCOCC1
3.2 | CC(C)OC(=O)N(C)C[C@H]1OCc2cnnn2CCCC(=O)N([C@@H](C)CO)C[C@H]1C
-6.2 | CCCCn1cnc2c(SCc3ccc([N+](=O)[O-])cc3)nc(N)nc21
3.8 | CCN1CCC(O)(C(C(=O)O)c2ccccc2)CC1 (stereo not drawn)
1.8 | O=C(COC(=O)c1cc(=O)[nH]c2ccccc12)Nc1ccccc1F
-18.3 | Cn1c(SCC(=O)NC(=O)Cc2ccccc2)nnc1-c1ccc(F)cc1

Quoted at random: four compounds from above
RXFP1 antag | Structure
-1.3 | CC1CCCCC1NC(=O)c1cc(S(=O)(=O)N2CCOCC2)ccc1Cl (stereo not drawn)
-5.5 | CC1(C)C2CCC1(CS(=O)(=O)N1CCCC1C(=O)O)C(=O)C2 (stereo not drawn)
-23.4 | CCN(C(=O)COC(=O)c1ccc(O)cc1)c1cccc2ccccc12
3.8 | CCN1CCC(O)(C(C(=O)O)c2ccccc2)CC1 (stereo not drawn)

New compounds follow:
RXFP1 antag | Structure
-0.9 | Cn1c(=O)n(C)c2cc(NC(=O)c3ccccc3)ccc21
-20.9 | CC1(C)C(=Cc2ccccc2)C(=O)c2ccccc21
-6.6 | NS(=O)(=O)c1ccc(CCNC(=O)CN2C(=O)NC(c3ccccc3)(c3ccccc3)C2=O)cc1
4.8 | Cc1cccc(C)c1NC(=O)C1CC2CCC1C2 (stereo not drawn)
4.5 | COc1ccc(NC(=O)C(OC(=O)Cn2cnc3c2c(=O)n(C)c(=O)n3C)c2ccccc2)cc1Cl (stereo not drawn)
4.7 | C[C@@H]1CN([C@@H](C)CO)C(=O)CCCn2nncc2CO[C@H]1CN(C)C(=O)NC1CCCCC1
2.4 | CC1(C)C(=O)CCC2(C)C1=CCC1C2C(=O)CC2(C)C1CCC2(O)C(=O)CO (stereo not drawn)
4.1 | COc1cc2c(cc1OC)C(C(N)=O)NCC2 (stereo not drawn)
6.9 | Cc1cccc(N(CC(=O)N2CCCC2)S(C)(=O)=O)c1C
-4.4 | CC1CCCC(=NNc2ccc3ccccc3n2)C1 (stereo not drawn)
1.2 | COC(=O)c1sccc1NC(=O)c1cccc(F)c1
-5.1 | Nc1ccc(S(N)(=O)=O)cc1
4.5 | COc1ccccc1C#Cc1cnc2c(c1)C(=O)N([C@H](C)CO)C[C@H](C)[C@@H](CN(C)S(=O)(=O)c1cn(C)cn1)O2
3.8 | Cc1nn(-c2ccc(F)cc2)c(Cl)c1/C=C(/CC(=O)O)c1nc2ccccc2s1
-1.4 | COc1ccc(C)cc1NC(=O)CSc1cccc[n+]1[O-]
0.4 | CN(CC1COc2ccccc2O1)C(=S)Nc1ccccc1 (stereo not drawn)
0.3 | C[C@@H]1CN([C@H](C)CO)C(=O)CCCn2nncc2CO[C@@H]1CN(C)C(=O)CCC(F)(F)F
-16.3 | O=C(C1CCCN1S(=O)(=O)c1ccc(Cl)cc1)N1CCN(c2ccccc2)CC1 (stereo not drawn)
-10.6 | COc1cc(C)ccc1OCC(=O)NCC1CCCO1 (stereo not drawn)
2.0 | CC(C)[C@H](NC(=O)c1ccccc1)C(=O)OCC(=O)Nc1ncc(Cl)cc1Cl

Given bar-delimited: part of the list above
SMILES | RXFP1 antag
COc1cc2c(cc1OC)C(C(N)=O)NCC2 (stereo not drawn) | 4.1
Nc1ccc(S(N)(=O)=O)cc1 | -5.1
COc1ccc(C)cc1NC(=O)CSc1cccc[n+]1[O-] | -1.4
Cn1c(=O)n(C)c2cc(NC(=O)c3ccccc3)ccc21 | -0.9
Cc1cccc(C)c1NC(=O)C1CC2CCC1C2 (stereo not drawn) | 4.8
CC1(C)C(=O)CCC2(C)C1=CCC1C2C(=O)CC2(C)C1CCC2(O)C(=O)CO (stereo not drawn) | 2.4
CC1CCCC(=NNc2ccc3ccccc3n2)C1 (stereo not drawn) | -4.4

Further entries follow.
RXFP1 antag | Structure
4.1 | CC(Sc1nnc(C(C)Oc2ccc(F)cc2)o1)C(=O)NCc1ccc2c(c1)OCO2 (stereo not drawn)
-0.7 | COc1ccc(NC(=O)CN(C)C(=O)c2cccc(S(=O)(=O)N3CCN(c4ccc(F)cc4)CC3)c2)cc1
13.6 | CCCc1cc(N2CCCC(C(=O)Nc3cc(Cl)ccc3OC)C2)n2ncnc2n1 (stereo not drawn)
-8.8 | O=C(OCc1cn([C@@H]2CN(C(=O)C3CCCCC3)[C@@H](c3ccccc3)C[C@H]2O)nn1)c1ccccc1
3.6 | Cc1c(-c2ccccc2)cnc2c(C)cccc12
12.9 | COc1ccc(C(=O)OCC(=O)N2CCN(C(=O)c3ccco3)CC2)cc1OC
u | Cc1ccc(S(=O)(=O)/N=C2/NC(=O)/C(=C\c3ccccc3)S2)cc1
14.2 | CC1(C)OC[C@@H]2O[C@@]3(C(=O)O)OC(C)(C)O[C@H]3[C@@H]2O1
10.5 | O=C(CSc1cccc[n+]1[O-])Nc1ccc(Cl)cc1F
13.9 | COC(=O)C1C=CC(OC2OC(COC(C)=O)C(OC(C)=O)C(OC(C)=O)C2OC(C)=O)n2c(=O)n(-c3ccccc3)c(=O)n21 (stereo not drawn)
-4.2 | O=c1[nH]c(=O)n(C(c2ccccc2)(c2ccccc2)c2ccccc2)cc1N(CCO)CCO
6.6 | O=C(O)C1=CCC=CC1C(=O)O (stereo not drawn)
-9.3 | O=C(NNC(=O)c1ccncc1)Nc1ccc(N=Nc2ccccc2)cc1
13.4 | CCCC1NC(=O)c2cc3ccccc3cc2-n2c1nc1cc(Cl)ccc1c2=O (stereo not drawn)
-2.8 | O=C(COc1cccc(Br)c1)Nc1ccc(Cl)c(S(=O)(=O)N2CCOCC2)c1
6.7 | CCOC(=O)c1c(NC(=O)COC(=O)c2ccc(Cl)nc2)sc(C)c1C
-2.5 | O=C(NCCS(=O)(=O)N1CCN(C(=O)c2ccco2)CC1)c1ccccc1
-2.7 | CCOc1ccc2oc(C(=O)OCC(=O)N(CC(C)C)c3c(N)n(Cc4ccccc4)c(=O)[nH]c3=O)c(C)c2c1
-10.1 | CCOC(=O)C1(CCOc2ccccc2)CCN(C(=O)CCSC)CC1
-5.6 | COc1ccc(/C=C/C(=O)OCC(=O)Nc2ncc(Cl)cc2Cl)cc1
-3.8 | Cc1ccc(N(C)S(=O)(=O)c2cccc(C(=O)OCC(=O)c3c(N)n(C)c(=O)n(C)c3=O)c2)cc1
-3.8 | COc1cccc(N2CCN(c3ccc(S(=O)(=O)N4CCN(C)CC4)cc3[N+](=O)[O-])CC2)c1
8.6 | COc1ccc(CN(C)CCCn2cnc3c(OC)ncnc32)cc1OC
-2.2 | O=C(O)c1cccc2c1C(=O)N(c1ccc3c(c1)Cc1ccccc1-3)C2=O
-5.4 | O=C(CCCN1C(=O)/C(=C\c2cccs2)SC1=S)Nc1ccccc1O
1.1 | Cc1cccc(C(=O)N[C@H](C(=O)NCc2cccs2)C(C)C)c1
-7.6 | Cc1cc(=O)n(C(C)Cc2ccccc2)n1C(C)Cc1ccccc1 (stereo not drawn)
0.9 | CCc1cc(=O)oc2c(C)c(OS(C)(=O)=O)ccc12
-10.9 | CCOC(=O)c1c(C)[nH]c(C(=O)COC(=O)c2ccco2)c1C
-17.1 | Nc1ccccc1-c1ccn[nH]1
5.6 | COCCCn1c(C(=O)Nc2ccc3c(c2)OCO3)cc2c(=O)n3cccc(C)c3nc21
-0.1 | O=C(COC(=O)c1ccc([N+](=O)[O-])cc1)NCCC1=CCCCC1
-9.0 | Cn1cc(/C=C(\NC(=O)c2ccccc2)C(=O)NCCCn2ccnc2)c2ccccc21
-6.9 | NC(=O)c1nccc2ccccc12
13.3 | C[C@@H]1CCCCO[C@H](CN(C)Cc2ccc(C(F)(F)F)cc2)[C@H](C)CN([C@@H](C)CO)C(=O)c2cc(NC(=O)Cc3ccccc3)ccc2O1
-6.7 | Cc1ccc(S(=O)(=O)N(C)C[C@H]2Oc3cc(Br)ccc3S(=O)(=O)N([C@H](C)CO)C[C@H]2C)cc1
-9.6 | CS(=O)(=O)Nc1ccccc1C(=O)OCC(=O)NCc1cccs1
20.0 | C[C@H]1CN([C@@H](C)CO)C(=O)CCCn2nncc2CO[C@@H]1CN(C)Cc1ccc(Oc2ccccc2)cc1
13.8 | CO[C@@]1(NC(=O)C(C(=O)O)c2ccc(O)cc2)C(=O)N2C(C(=O)O)=C(CSc3nnnn3C)CO[C@@H]21 (stereo partly drawn)
